Fh CTSL1 inh: blocks F. hepatica cathepsin L1 in PFM18AAP counter-screen; recombinant F. hepatica cathepsin L1, Z-Leu-Arg-MCA fluorescence; inhibition, % at 5.96 µM; AID 1906; 300,000 tested, 0.49% active;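 active means inhibition above the mean of all tested compounds plus 3 SD, set per screening campaign, cut at about 17% in these data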;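 further: 0% = plate median of test compound wells and 100% = 1 µM Z-Phe-Ala-diazomethylketone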
HCV core dimer: HCV core protein dimerization inhibition; 300,000 tested, 0.33% active; TR-FRET GST/Flag-core106 dimerization, 1536-well; inhibition, % at 5 µM;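 active means inhibition above the mean of all tested compounds plus 3 SD, set per screening campaign, cut at about 45% in these data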
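assay system = GST-tagged and Flag-tagged HCV core protein residues 1-106 | controls = unlabelled core106 and no-GST-core106 wells | incubation = compound-protein-antibody incubation 4 h at 22.5 °C | probe or stimulus = Eu donor and XL665 acceptor anti-tag antibodies | read-out = % inhibition based on acceptor/donor emission ratio | signal = TR-FRET 671 and 617 nm emission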
PP1 counter: counter-screen for PP5 inhibitors: inhibitors of human PP1-alpha; P62136; purified PP1alpha, OMFP fluorescence; inhibition, % at 6.7 µM; 320,000 tested, 0.9% active; AID 2235;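 active means inhibition above the mean inhibition of all tested compounds plus 3 SD, computed separately for each screening campaign, cut at about 15% in these data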
Target sequence (P62136 whole entry, looked up): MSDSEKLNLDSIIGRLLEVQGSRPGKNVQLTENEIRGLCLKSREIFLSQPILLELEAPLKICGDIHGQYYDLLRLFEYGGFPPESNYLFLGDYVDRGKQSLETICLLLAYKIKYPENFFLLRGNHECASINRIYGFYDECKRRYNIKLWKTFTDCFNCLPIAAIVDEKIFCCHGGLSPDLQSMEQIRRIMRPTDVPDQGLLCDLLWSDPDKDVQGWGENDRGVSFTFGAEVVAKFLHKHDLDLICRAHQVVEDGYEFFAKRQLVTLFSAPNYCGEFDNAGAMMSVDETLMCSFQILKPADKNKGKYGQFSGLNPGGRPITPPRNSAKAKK
Efflux pump inh: inhibitors of Candida antifungal efflux pumps expressed in yeast; 330,000 tested, 0.44% active; inhibition, % at 10 µM; AID 485275; S. cerevisiae Candida pump triplex, Nile Red efflux;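 active means plate passing quality check with inhibition over a set limit, or well fluorescence over plate mean plus 4 SD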;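 further: Nile Red retained in pooled yeast measured as flow cytometry median fluorescence; 0% = buffer negative control and 100% = Enniatin B positive control; higher means more Nile Red kept so more efflux inhibition; some compounds called inactive have numbers as strong as hits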
EBNA-1 inh: blocks EBNA-1 binding to DNA. EBNA-1 DNA binding, fluorescence polarization. inhibition, % at 14.8 µM. 300,000 tested, 0.34% active; in the data active means inhibition above about 28%
PP5 primary: blocks human protein phosphatase 5 activity | P53041 | purified PP5c, OMFP substrate fluorescence | inhibition, % at 6.7 µM | 320,000 tested, 0.18% active | AID 1987;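 active means inhibition above the campaign's mean inhibition across all tested compounds plus 3 SD, cut at about 9.5% in these data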;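 further: 0% = DMSO only and 100% = 100 µM cantharidin control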
Target sequence (P53041 whole entry, looked up): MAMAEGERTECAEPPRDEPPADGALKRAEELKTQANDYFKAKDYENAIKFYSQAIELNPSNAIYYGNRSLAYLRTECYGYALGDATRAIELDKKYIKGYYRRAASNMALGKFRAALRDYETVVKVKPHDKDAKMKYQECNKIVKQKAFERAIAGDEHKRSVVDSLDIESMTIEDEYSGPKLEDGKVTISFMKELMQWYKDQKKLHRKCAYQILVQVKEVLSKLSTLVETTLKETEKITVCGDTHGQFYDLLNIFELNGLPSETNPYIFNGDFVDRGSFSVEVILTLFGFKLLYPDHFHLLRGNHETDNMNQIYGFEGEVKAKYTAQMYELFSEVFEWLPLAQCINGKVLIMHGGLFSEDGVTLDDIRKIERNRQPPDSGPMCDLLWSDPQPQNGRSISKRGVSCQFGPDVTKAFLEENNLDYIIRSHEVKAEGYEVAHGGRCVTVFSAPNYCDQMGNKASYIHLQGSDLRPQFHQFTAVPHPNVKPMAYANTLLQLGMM
TPT1 inh: C. albicans TPT1 enzyme inhibition | inhibition, % at 5 µM | AID 1962 | 300,000 tested, 0.81% active | recombinant caTPT1, FP RNA substrate dephosphorylation;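 active means inhibition above the mean of all tested compounds plus 3 SD, set per screening campaign, cut at about 24% in these data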;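 further: plate controls were DMSO alone for no effect and ferristatin control at 100 nM for full effect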
ZTA counter: ZTA (EBV) inhibition in EBNA-1 counter-screen; inhibition, % at 11 µM; 320,000 tested, 0.15% active; ZTA-DNA binding, fluorescence polarization; in the data active means inhibition above about 33%
Target sequence (P03206 whole entry, looked up): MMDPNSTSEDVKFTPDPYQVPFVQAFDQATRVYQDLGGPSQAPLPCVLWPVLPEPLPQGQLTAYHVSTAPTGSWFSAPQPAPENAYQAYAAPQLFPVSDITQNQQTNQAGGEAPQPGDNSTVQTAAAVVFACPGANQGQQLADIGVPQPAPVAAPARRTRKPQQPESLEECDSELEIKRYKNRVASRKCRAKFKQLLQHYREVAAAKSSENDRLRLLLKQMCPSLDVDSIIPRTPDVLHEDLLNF
PREPL inhibitor: inhibitors of human prolyl oligopeptidase-like enzyme PREPL. Q4J6C6. recombinant PREPL, fluorescence polarization activity-based probe. inhibition, % at 5.96 µM. 320,000 tested, 0.68% active. AID 2751; in the data active means inhibition above about 43%;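 further: 0% = enzyme with DMSO and 100% = wells lacking enzyme; many of its hits are not listed in these tables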
Active calls of the source: *.

Results follow in this order: Fh CTSL1 inh | HCV core dimer | PP1 counter | Efflux pump inh | EBNA-1 inh | PP5 primary | TPT1 inh | ZTA counter | PREPL inhibitor
O=C(NCc1ccc(F)cc1)C1CC(=O)N(Cc2ccco2)C1 (centres undefined)
    0.5 | -11.7 | -2.7 | 0.1 | -12.9 | 1.7 | 1.8 | -0.1 | 10.6
Cc1ccc(C(=O)c2c[nH]c(C(=O)NCc3cccnc3)c2)cc1
    3.9 | -13.0 | 0.4 | 0.0 | 7.7 | 0.0 | -2.7 | 3.9 | -3.6
Cc1nc(-c2nc(C(=O)NNS(C)(=O)=O)cs2)cs1
    -0.4 | -1.8 | 0.1 | 0.3 | -6.1 | -3.0 | 1.7 | -7.3 | -7.3
CCOC(=O)C1C(c2ccc(C)o2)NC(=O)NC1(O)C(F)(F)F (centres undefined)
    -0.3 | 6.4 | -1.1 | -0.1 | -4.9 | 1.3 | -0.5 | -5.0 | -2.0
COc1ccc(-c2cc(C(F)(F)F)nc(-n3cc(Cl)cn3)n2)cc1
    3.7 | 2.0 | -2.0 | 0.2 | -5.0 | 3.0 | -3.3 | 2.7 | 5.5
O=c1c(C=NCC2CCCO2)c(-c2ccccc2)[nH]n1-c1ccc([N+](=O)[O-])cc1 (centres undefined)
    10.3 | 4.0 | 5.0 | 0.0 | -8.1 | -3.1 | -6.5 | -10.8 | 10.7
O=C1c2ccccc2C(=O)N1CCc1c[nH]c2ccccc12
    3.5 | -1.0 | -1.9 | 0.0 | -9.8 | 2.0 | 0.1 | -4.2 | 1.6
Cc1cccc(NS(=O)(=O)c2cc(C(=O)N3CCN(C)CC3)ccc2C)c1
    -1.0 | -0.3 | -4.6 | 0.1 | 1.0 | 4.5 | -1.1 | -13.0 | 13.7
Cc1cccc(C)c1NC(=O)C1(N2C(=O)CC2c2ccccc2)CCCCC1 (centres undefined)
    -3.5 | 8.5 | -2.5 | 0.0 | 4.8 | 1.5 | -0.3 | -18.9 | -8.8
COC(=O)C1(C)NC(c2ccccc2C)C2C(=O)N(c3ccc(F)cc3)C(=O)C21 (centres undefined)
    -0.1 | -4.6 | 2.7 | 0.2 | 0.2 | 6.0 | 1.2 | -0.1 | 8.0
Cn1c(CCN2CCOCC2)nc2cc(NS(=O)(=O)c3ccccc3)ccc21
    3.4 | 0.8 | 0.0 | 0.2 | -3.4 | -2.6 | 5.6 | 4.6 | 0.5
CC1CCN(Cc2ccc(NC(=O)CC3Oc4ccccc4NC3=O)cc2)CC1 (centres undefined)
    2.1 | -3.1 | -7.1 | -0.1 | -2.6 | 3.5 | 0.6 | -17.0 | -4.0
O=S(=O)(Nc1ncccn1)c1ccc(NC(=S)N2CCN(Cc3ccc(F)cc3Cl)CC2)cc1
    2.6 | 15.3 | 1.3 | 0.0 | -0.1 | 2.8 | -3.4 | 8.9 | -0.9
COC(=O)c1ccc(Cn2nnc3c(=O)[nH]c(C4CCCN(S(=O)(=O)c5ccccc5Cl)C4)nc32)cc1 (centres undefined)
    3.8 | 29.9 | 1.7 | -0.1 | 6.0 | 0.5 | -3.0 | 4.0 | -2.0
COC(=O)c1ccccc1NC(=O)c1noc2c1CCC2
    -0.4 | 19.7 | 0.1 | 0.0 | 3.4 | 0.1 | -2.4 | 0.5 | 3.1
C[C@@H](NC(=O)C1(c2ccccc2)CCN(C(=O)OC(C)(C)C)CC1)C(=O)N[C@@H](Cc1ccccc1)C(=O)O
    -0.2 | -0.2 | -3.0 | 0.1 | 0.7 | 2.3 | -2.5 | 15.8 | -2.9
Cc1ccc2nc(NC(=O)c3ccc(OCC4CCCO4)cc3)sc2c1 (centres undefined)
    2.2 | 8.3 | -2.0 | 0.2 | -3.1 | 4.8 | 2.9 | 9.7 | -0.6
COC(=O)C1=C(C)C(c2cccs2)NC(=O)N1C (centres undefined)
    2.8 | -2.6 | -1.2 | 0.1 | 0.2 | -0.1 | -1.5 | -3.8 | 1.8
O=S(=O)(NCCOc1ccc(F)cc1)c1ccc2c(c1)OCCO2
    4.1 | 6.9 | -5.8 | 0.0 | 7.7 | -0.4 | -0.1 | -2.0 | -12.0
COc1cccc(C(=O)O/N=C(\N)c2ccncc2)c1
    0.8 | -7.4 | -4.2 | 0.0 | 11.6 | -3.3 | 1.6 | 6.2 | 7.2
Nc1nnn(CC(=O)N/N=C/c2ccc(O)cc2)n1
    1.9 | -4.0 | 1.0 | 0.2 | -17.4 | -1.3 | 4.5 | -5.1 | 6.4
Cc1ccc(C(=O)N2N=C3c4ccccc4S(=O)(=O)N3[C@H]2N(C)C)cc1
    -2.5 | -1.4 | 0.0 | 0.1 | -2.2 | 0.3 | -0.7 | -13.7 | 8.7
CC(=O)Nc1ccc(S(=O)(=O)Nc2nc3cc4c(cc3nc2Cl)OCCO4)cc1
    -0.8 | -1.1 | 0.3 | 0.0 | 7.6 | -3.0 | -0.1 | 18.1 | 0.0
CC(c1ccccc1)n1cnc2ccccc2c1=O (centres undefined)
    -1.1 | 5.4 | -3.1 | 0.0 | -4.9 | 0.3 | 2.4 | -3.0 | -0.3
O=[N+]([O-])c1ccc2c(c1)[nH]c(=S)n2-c1ccccc1
    -0.3 | 8.8 | -0.3 | -0.1 | -8.0 | 0.3 | -1.1 | -6.4 | 14.9
CC(C)c1cc(CNC(=O)CC2C(=O)NCCN2CC2CCCCC2)on1 (centres undefined)
    -0.7 | 2.8 | -0.9 | 0.1 | -9.4 | -1.1 | 0.3 | 2.2 | 5.4
O=C(COc1ccc(Cl)cc1Cl)OCC(=O)N1CCCc2ccccc21
    -6.7 | 3.4 | 2.5 | 0.0 | -9.1 | 0.4 | -4.5 | -5.0 | -17.2
CC(C)(O)C#Cc1ccc(C(=O)N2CCCC2C(=O)O)s1 (centres undefined)
    -1.4 | -3.3 | -4.0 | 0.2 | -2.1 | -1.2 | 7.1 | 10.8 | 15.6
CN(C)/C=C/C(=O)c1ccccc1
    0.9 | 0.2 | -8.3 | -0.1 | -3.6 | -0.5 | -2.4 | 0.4 | 4.6
O=C(NCCO)c1cccc2c1C(=O)c1ccccc1-2
    5.2 | -13.3 | 1.3 | 0.1 | 1.0 | -0.9 | -2.7 | -10.2 | 19.8
CCOC(=O)N1CCN(S(=O)(=O)c2ccc(OC)c3ccccc23)CC1
    0.4 | 7.2 | 2.2 | -0.1 | -4.7 | 3.4 | -1.0 | 4.5 | 3.3
Cn1nc(C(F)(F)F)c(/C=N/OC(=O)c2ccccc2)c1Cl
    -4.1 | -4.5 | -3.2 | -0.1 | 3.5 | 0.1 | 0.4 | 8.7 | 19.0
Cc1ccc2c(N)[nH]nc2n1
    9.6 | -5.6 | -2.9 | -0.2 | -13.3 | 0.8 | -2.0 | -11.6 | 3.4
Cc1ccc(CNc2cc(C(=O)O)ccc2C)s1
    2.0 | 7.1 | -2.6 | 0.0 | -2.1 | 1.6 | -3.0 | 12.1 | -10.2
O=C(NCCNC(=O)C(c1ccccc1)c1ccccc1)c1ccco1
    -1.1 | -0.2 | -1.7 | -0.1 | -6.4 | -0.1 | -0.7 | 12.2 | 0.9
Cc1ccc(S(=O)(=O)N2CCN(c3cc4c(cc3[N+](=O)[O-])n(C)c(=O)n4C)CC2)cc1
    0.6 | 10.3 | 0.4 | 0.1 | 3.8 | 0.8 | -0.6 | 10.6 | 21.9
OCC[C@@H]1C[C@@H](O)[C@H](O)[C@]2(CCc3ccccc3CO2)O1
    0.2 | -4.2 | -3.3 | -0.1 | -3.6 | 0.7 | 3.1 | 8.5 | -3.4
COc1cccc(OCc2cc(C(=O)N3CCN(C4CCCC4)CC3)no2)c1
    5.0 | -4.7 | 1.9 | 0.2 | 3.4 | -0.2 | 3.1 | 12.0 | 1.7
CCN(CC(=O)Nc1c(F)cccc1F)C(=O)c1ccc2ncsc2c1
    1.0 | 2.4 | -6.8 | 0.0 | -15.3 | -1.4 | -4.5 | 10.6 | -1.3
C=CCn1c(SCc2nc3ccccc3c(=O)[nH]2)nnc1-c1cc2cc(Cl)ccc2o1
    -2.2 | 6.2 | 0.7 | 0.3 | 0.2 | 2.2 | -2.3 | 8.5 | 14.7

In a second layout: entries from further up
O=C(NCCO)c1cccc2c1C(=O)c1ccccc1-2
  Fh CTSL1 inh: 5.2; HCV core dimer: -13.3; PP1 counter: 1.3; Efflux pump inh: 0.1; EBNA-1 inh: 1.0; PP5 primary: -0.9; TPT1 inh: -2.7; ZTA counter: -10.2; PREPL inhibitor: 19.8
Nc1nnn(CC(=O)N/N=C/c2ccc(O)cc2)n1
  Fh CTSL1 inh: 1.9; HCV core dimer: -4.0; PP1 counter: 1.0; Efflux pump inh: 0.2; EBNA-1 inh: -17.4; PP5 primary: -1.3; TPT1 inh: 4.5; ZTA counter: -5.1; PREPL inhibitor: 6.4

Remaining list, next part:
Results follow in this order: Fh CTSL1 inh | HCV core dimer | PP1 counter | Efflux pump inh | EBNA-1 inh | PP5 primary | TPT1 inh | ZTA counter | PREPL inhibitor
O=c1cc(N2CCOCC2)c2ccccc2o1
    -0.2 | -5.3 | 2.3 | 0.0 | -7.9 | 2.7 | -3.5 | -9.9 | 9.8
Cc1ccc2ccc(S(=O)(=O)NCc3ccco3)cc2c1
    0.3 | 13.7 | 2.6 | 0.0 | -6.3 | 3.3 | -1.2 | 3.6 | -15.3
COc1cccc(C2/C(=C(/O)c3ccc4c(c3)OCO4)C(=O)C(=O)N2CCN2CCOCC2)c1 (centres undefined)
    0.9 | 6.8 | -10.7 | 0.3 | 4.8 | -3.8 | -0.4 | 6.9 | 6.7
CC(=O)Nc1ccc(NC(=O)c2cccc(Oc3ccccc3)c2)cc1
    3.5 | -2.7 | 4.8 | -0.4 | -3.9 | 0.1 | -4.3 | 2.0 | -3.4
CCn1c(O)c(N=NC(=O)CNC(=O)c2ccco2)c2ccccc21
    -2.5 | -6.1 | -3.8 | -0.1 | 0.6 | 3.1 | 0.4 | -6.7 | 8.2
O=C(C1CCC(=O)N(C2CCCC2)C1)N1CCN(Cc2cccc(Cl)c2)CC1 (centres undefined)
    -1.1 | -3.4 | -3.1 | 0.2 | 6.0 | 3.6 | -1.1 | -3.2 | 15.6
COc1ccc(CC(=O)N(C)C2CCCCC2)cc1S(=O)(=O)N1CCOCC1
    -7.7 | 4.3 | -1.3 | 0.0 | 1.6 | -3.0 | 0.1 | 8.0 | 4.9
Cc1ccc(C(O)C(=O)c2ccco2)cc1 (centres undefined)
    3.7 | -7.0 | -5.6 | -0.1 | -6.0 | 2.1 | 2.4 | -3.8 | 7.0
COc1ccc(/C=C2/C(=O)N(CC3CCCO3)C(=S)N2C)c(OC)c1 (centres undefined)
    0.0 | -1.3 | -1.4 | 0.3 | -6.7 | 4.6 | 2.3 | -14.3 | 19.5
CCC(C)(C(=O)NC1CCCC1)N(C(=O)CC1NC(=O)NC1=O)c1c(C)n(C)n(-c2ccccc2)c1=O (centres undefined)
    -0.9 | 2.9 | 3.2 | 0.1 | 11.2 | 2.7 | 1.3 | 8.6 | 5.0
O=C(NC1CCCC1)c1cccc(Oc2ccccc2)c1
    4.8 | -21.6 | 1.2 | -0.1 | 1.3 | 2.6 | -0.9 | 3.1 | 5.5
COc1ccc(N2CCN(CCCNC(=O)Cn3c(=O)c4cccn4c4cccnc43)CC2)cc1
    2.9 | 9.6 | 0.2 | -0.1 | -2.0 | 1.9 | 4.9 | 16.3 | 12.5
c1csc(-c2nn3c(C4COc5ccccc5O4)nnc3s2)c1 (centres undefined)
    -0.7 | 6.4 | 0.1 | 0.1 | -14.7 | -0.2 | 2.0 | -2.5 | -1.4
CCCc1cc2c(cc1NC(=O)c1ccc(Br)cc1)OCO2
    1.4 | 5.9 | 2.3 | -0.1 | 33.4* | -1.4 | -4.2 | -3.0 | 11.9

Only part of the results is shown; count on the stated rates, not on these rows.
